# ERa SRC1 inh – blocks coactivator binding to human estrogen receptor alpha; inhibition, % at 25.6 µM; P03372; TR-FRET ER-alpha LBD / SRC-1 peptide, estradiol-bound; actives 1.7% (n = 86,000); in the data active = inhibition above about 50%;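 also: 0% = receptor plus peptide control and 100% = peptide only without receptor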
# Target sequence (P03372 whole entry, looked up, the tested form may be a part): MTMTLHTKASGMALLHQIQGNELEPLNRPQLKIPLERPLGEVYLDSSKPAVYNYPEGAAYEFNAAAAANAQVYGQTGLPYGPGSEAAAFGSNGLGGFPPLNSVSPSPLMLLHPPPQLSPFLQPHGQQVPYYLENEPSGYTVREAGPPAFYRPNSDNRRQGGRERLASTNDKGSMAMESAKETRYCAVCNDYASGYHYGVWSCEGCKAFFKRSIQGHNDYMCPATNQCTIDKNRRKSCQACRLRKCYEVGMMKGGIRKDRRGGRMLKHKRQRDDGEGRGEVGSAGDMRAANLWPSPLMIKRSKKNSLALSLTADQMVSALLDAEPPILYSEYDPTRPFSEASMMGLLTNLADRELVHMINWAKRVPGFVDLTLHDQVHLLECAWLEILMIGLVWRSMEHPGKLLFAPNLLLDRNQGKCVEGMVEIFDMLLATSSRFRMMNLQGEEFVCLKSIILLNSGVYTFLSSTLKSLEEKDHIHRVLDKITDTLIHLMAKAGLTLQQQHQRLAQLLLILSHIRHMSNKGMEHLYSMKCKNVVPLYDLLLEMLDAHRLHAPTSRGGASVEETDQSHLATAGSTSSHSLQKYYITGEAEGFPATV
# An asterisk follows results filed as active; [ ] = dose if it differs, or a comment. Not all compounds are listed. The share of hits here may be higher or lower than overall.
no.	smiles	ERa SRC1 inh
1	O=C(CSc1nnc(Cn2c(=O)sc3ccccc32)n1-c1ccccc1)NCc1ccco1	27.3
2	C=CCNc1ncnc2c1cnn2-c1cccc(C)c1	5.1
3	Cc1cc(N2CCCc3ccccc32)n2ncnc2n1	-9.5
4	Cc1ccc(C2C(C(=O)c3sc(C)nc3C)=C(O)C(=O)N2CCCN(C)C)o1 (stereo not given)	-0.3
5	COc1ccccc1-c1nn2c(-c3ccc(C(C)(C)C)cc3)nnc2s1	43.8[fluorescence artefact?]
6	Cc1nc2c(C(=O)N3CCCC3)c[nH]n2c(=O)c1Cc1ccc(F)cc1Cl	2.1
7	CN1[C@@H](CC(=O)c2ccccc2)CCC[C@H]1C[C@H](O)c1ccccc1	-2.3
8	COc1ccc(-c2coc3c(CN4CCCCC4)c(O)c(CN4CCCCC4)c(O)c3c2=O)cc1	66.9*[fluorescence artefact?]
9	COc1ccc(/C(O)=C2\C(=O)C(=O)N(CCN3CCOCC3)C2c2ccccc2OC)cc1 (stereo not given)	-9.3
10	CN1CCc2c(sc3c2c(=O)n(-c2ccccc2)c2nnc(SCc4ccc(F)cc4)n32)C1	5.3
11	COc1ccccc1CNC(=O)c1ccc(CNc2c(N3CCCC3)c(=O)c2=O)cc1	3.4[fluorescence artefact?]
12	Cc1sc(NC(=O)c2ccco2)c(C(c2cccnc2)N2CCN(c3ccc(F)cc3)CC2)c1C (stereo not given)	-1.9[fluorescence artefact?]
13	Cc1ccc2c(c1)NC(=O)C(CC(=O)NCCCN1CCN(c3cc(Cl)ccc3C)CC1)O2 (stereo not given)	0.2
14	COc1cc(OC)cc(C(=O)OCn2nnc3ccccc3c2=O)c1	-5.0
15	O=C(C1CCN(S(=O)(=O)c2cccc3cccnc23)CC1)N1CCN(C2CCCCC2)CC1	-12.8
16	Cc1ccc(-n2c3c(cc(C(=O)Nc4cccc(C)n4)c2=O)C(=O)CCC3)cc1	-0.1
17	COCCCNC(=O)Cn1cc2c(n1)CCC(C)C2 (stereo not given)	12.9
18	Cn1c(=O)n(Cc2ccccc2)c(=O)c2c1nc1n2CCCN1C1CCCCC1	-5.2
19	CCCCn1c(CN2CCOCC2)nc2c1c(=O)n(C)c(=O)n2C	-4.4
20	O=C(O)C(Cc1c[nH]c2ccccc12)NS(=O)(=O)c1cccc2nsnc12 (stereo not given)	6.4
21	COc1ccc(C(=O)NCC(c2cccnc2)N2CCN(c3ccccc3)CC2)cc1OC (stereo not given)	-2.9
22	O=c1c2sc3nc(N4CCOCC4)c4c(c3c2ncn1Cc1ccco1)CCCC4	4.8
23	CC1N=C2c3ccccc3N=C(SCc3cc(=O)n4ccccc4n3)N2C1=O (stereo not given)	13.8
24	O=C(NCCn1ccc2ccccc21)c1ccc2c(c1)OCO2	-9.1
25	NC[C@@]12CCCC1C1CCC2C1 (stereo not given in full)	-32.6
26	CC(=O)NCCc1cc2ccc(C)c(C)c2[nH]c1=O	4.0
27	COc1ccc(-c2nnc(SCC(=O)N3CCN(c4ccccc4)CC3)o2)cc1OC	6.5[fluorescence artefact?]
28	COc1ccc(OC)c(NC(=O)Nc2nnc(N3CCC(C)CC3)s2)c1	-6.3
29	COc1ccc(N2CCN(C(c3ccccc3)c3sc4nc(C)nn4c3O)CC2)cc1 (stereo not given)	-0.6
30	Cn1c(Cn2c(=O)sc3ccccc32)nnc1SCC(=O)NCc1ccc2c(c1)OCO2	1.1[fluorescence artefact?]
31	COC(=O)c1ccc(C2/C(=C(\O)c3cccc(OC)c3)C(=O)C(=O)N2CCCN2CCOCC2)cc1 (stereo not given)	-8.6
32	CC(=O)c1ccc(N2CCN(C(=O)c3cc4c(=O)n(C)c5ccccc5c4n3C)CC2)cc1	18.7
33	COc1ccc2nc(NC3=NCN(CC4CCCO4)CN3)nc(C)c2c1 (stereo not given)	9.1
34	CCCc1cc(C(=O)Nc2sc(C)c(CC)c2C#N)no1	-8.2
35	COc1cccc(C2/C(=C(/O)c3ccncc3)C(=O)C(=O)N2CCCN2CCOCC2)c1OC (stereo not given)	4.5[fluorescence artefact?]
36	Cc1cc(C)c2c(n1)nn1c(C)c(CCC(=O)NCc3ccco3)c(C)nc21	-1.9
37	CCCOc1ccc(C2c3c(oc4cc(C)c(C)cc4c3=O)C(=O)N2CCCN(C)C)cc1OCC (stereo not given)	-3.5
38	Cc1nccc2[nH]c(=O)c(C(=O)NCCCN(C)C3CCCCC3)cc12	-3.8
39	COc1ccc(-n2ncc3c(N4CCN(c5cccc(C)c5C)CC4)ncnc32)cc1	14.4[fluorescence artefact?]
40	COCCn1cnc2c(c1=O)c1nc3ccccc3nc1n2/N=C/c1cccc(OC)c1OC	9.7[fluorescence artefact?]
41	CCOC(=O)C1=C(C)Nc2nc(C)nn2C1c1ccc(OCC)c(OC)c1 (stereo not given)	-9.1
42	Cc1oc2cc3c(C(=O)OCCN(C)C)c(C)oc3cc2c1C(=O)OCCN(C)C	-5.1
43	CCOc1cc(NC(=O)c2cnccn2)c(OCC)cc1NC(=O)c1ccc(OC)cc1	2.4
44	Cc1csc(NC(=O)c2cnc3ccccn3c2=O)n1	6.4
45	CC(C)COC(=O)C1C2C=CC3(CN(C(C)c4ccc(Br)cc4)C(=O)C13)O2 (stereo not given)	31.7
46	COc1ccccc1N1CCN(C(=O)c2sc3nc(-c4ccc(F)cc4)cn3c2C)CC1	-5.8
47	CCOC(=O)Cn1nnnc1C(CC)N(Cc1cc2c(C)cc(C)cc2[nH]c1=O)C1CCCC1 (stereo not given)	6.8[fluorescence artefact?]
48	CCn1cc(C(=O)N2CCOCC2)c(=O)c2cc(S(=O)(=O)N(C)C3CCCCC3)ccc21	-2.5
49	Cn1c(=O)n(CCN2CCOCC2)c(=O)c2c1nc1n2CCCN1c1ccccc1	-8.0
50	COc1cccc(NC(=O)c2ccc(S(=O)(=O)N3CCCCC3)cc2)c1	-6.6
51	CC(C)Cc1cc(C(=O)NCc2ccco2)no1	9.0
52	COc1ccc(OC)c(S(=O)(=O)NCCc2cn3ccsc3n2)c1	-2.1
53	CCCCCn1c(CN2CCN(C(=O)c3ccco3)CC2)nc2c1c(=O)n(C)c(=O)n2C	-3.2
54	CCOC(=O)c1cc2c(=O)n3ccccc3nc2n(Cc2ccc(Cl)cc2)c1=N	23.0
55	COc1cccc(CNC(=O)Cn2cc3c(n2)CCCC3)c1	11.4
56	CN1CCN(c2c3c(c(C#N)c4nc5ccccc5n24)CCCC3)CC1	0.2

# Four records picked at random from the list so far:
no.	smiles	ERa SRC1 inh
53	CCCCCn1c(CN2CCN(C(=O)c3ccco3)CC2)nc2c1c(=O)n(C)c(=O)n2C	-3.2
54	CCOC(=O)c1cc2c(=O)n3ccccc3nc2n(Cc2ccc(Cl)cc2)c1=N	23.0
49	Cn1c(=O)n(CCN2CCOCC2)c(=O)c2c1nc1n2CCCN1c1ccccc1	-8.0
56	CN1CCN(c2c3c(c(C#N)c4nc5ccccc5n24)CCCC3)CC1	0.2

# Next part:
no.	smiles	ERa SRC1 inh
57	CC(=O)[C@H]1[C@H](C#N)C[C@H]2[C@@H]3CC=C4C[C@@H](O)CC[C@]4(C)[C@H]3CC[C@@]21C	2.9
58	CNC(=O)c1ccsc1NC(=O)c1ccccc1	-1.0
59	Cc1ccc(C2CC(c3ccccc3)n3ncnc3N2)cc1 (stereo not given)	4.8
60	Cc1ccc(C2CC(c3cccc(Br)c3)n3nc(N)nc3N2)cc1 (stereo not given)	0.5
61	CCCc1nc2c3cnn(-c4cccc(Cl)c4)c3ncn2n1	4.1[fluorescence artefact?]
62	COc1ccc(CCNC(=O)CSc2nc(C)nc3c2c(=O)n(C)c(=O)n3C)cc1OC	11.0
63	CCOC(=O)Cc1csc(NC(=O)c2c(O)c3ccccc3n(C)c2=O)n1	2.1
64	COCCN1Cc2cccc(C(=O)Nc3ccc(S(=O)(=O)N4CCCCCC4)cc3)c2C1=O	-12.5
65	O=C(c1cnn(-c2ccccc2)c1-n1cccc1)N1CCN(C2CCCCC2)CC1	4.0
66	COc1ccc(-n2c(Cc3cccn3C)nnc2SCC(=O)NCc2ccccc2Cl)cc1	-4.0
67	Cc1cc2cc(CNC(=O)c3ccco3)ccc2n1C	19.4[fluorescence artefact?]
68	O=C(NCCCN1CCc2ccccc2C1)C1CCN(c2nnc(-n3cccc3)s2)CC1	72.1*[fluorescence artefact?]
69	O=C(Nc1ccc2c(c1)nc1n2CCN(C2CCCCC2)C1)c1ccco1	61.3*
70	CCN1CCN(C(=O)c2cc3c(=O)n4ccccc4nc3n2Cc2ccccc2)CC1	-7.7
71	CCCN(c1ccc(OCC)cc1)c1ncnc2nc[nH]c12	-2.1
72	C[C@]12CC[C@@H]3c4ccc(O)cc4[C@@H](O)C[C@H]3[C@@H]1CC[C@@H]2O	-0.2
73	O=C(Cn1cnc2c(nnn2Cc2ccc(Cl)cc2)c1=O)N1CCN(c2ccccc2)CC1	-10.1[fluorescence artefact?]
74	O=C1c2ccccc2C(Nc2cccnc2)N1Cc1ccccc1Cl (stereo not given)	-5.5
75	CCC(CC)C(=O)NCCc1cc2cc(C)c(C)cc2[nH]c1=O	-5.8
76	CCN(CC)CCCN1C(=O)C(=O)/C(=C(/O)c2c(C)nc3ccccn23)C1c1ccc(C)o1 (stereo not given)	-3.4
77	Cc1cc(N2CCN(C3CCCCC3)CC2)n2nc(C)nc2n1	-4.7
78	Cn1c(NC(=O)c2ccccc2Br)cc(=O)n(C)c1=O	-0.4
79	CC(NS(=O)(=O)c1ccc(Br)cc1)C(c1cccs1)N1CCN(C)CC1 (stereo not given)	-0.6
80	CCOC(=O)c1c(C)oc2cc(Br)c(O)c(Br)c12	-4.4
81	Cc1noc(C(=O)N2CCN(c3ccc(F)cc3)CC2)c1Cl	-3.4
82	CCN1CCN(Cc2nc3c(c(=O)n(C)c(=O)n3C)n2CCc2ccccc2)CC1	-2.9
83	CN(C)/C=C1\C(=O)c2ccc(N(C)C)nc2CC1c1ccccc1 (stereo not given)	-1.1
84	CCc1nnc(NC(=O)CSc2nccn2-c2ccccc2)s1	-0.4
85	Cn1c(=O)c2c(nc(SCc3ccccn3)n2C)n(C)c1=O	14.6
86	O=C(C1CC1)N1CCN=C1SCc1ccccc1	0.6
87	CC(Sc1nncn1C)C(=O)Nc1nnc(C(C)C)s1 (stereo not given)	-1.0
88	Cn1nc(CC(=O)Nc2cccnc2N2CCOCC2)c2ccccc2c1=O	-5.4
89	CC1CCCN(S(=O)(=O)c2ccc(Br)s2)C1 (stereo not given)	8.4
90	Cc1ccc2c(c1)NCC(C(=O)NC1CCC(C)CC1)O2 (stereo not given)	28.2
91	COCCCn1c(=N)c(C(=O)NCc2ccc3c(c2)OCO3)cc2c(=O)n3cccc(C)c3nc21	18.7[fluorescence artefact?]
92	COc1ccc(-c2c(C)nn3c(N4CCC(C(=O)N5CCCCC5)CC4)cc(C)nc23)cc1OC	-2.3
93	COc1c(Br)cc2c(C)c(C(=O)N3CCOCC3)oc2c1Br	-4.7
94	Cc1cc2ccccc2n2c(SCC(=O)N3CCN(C(=O)c4ccco4)CC3)nnc12	9.1
95	O=C(Nc1nc2c(s1)CCCC2)c1ccc2ncsc2c1	0.3
96	COc1cccc(-c2nnc(NC(C)=O)o2)c1	-5.0
97	CCOc1ccc(NC(=O)CSc2nc3c(c(=O)n2C)SC(C)C3)cc1 (stereo not given)	-4.1
98	CCOC(=O)N1CCC(NC(=O)c2ccc3c(c2)sc2nc(-c4cccc(OC)c4)cn23)CC1	36.6[fluorescence artefact?]
99	Cc1ccc(C)c(N2CCN(C(=O)C3CCCN(S(=O)(=O)c4c(C)noc4C)C3)CC2)c1 (stereo not given)	-5.0
100	Cc1cccn2c(=O)c3cc(C(=O)N4CCc5ccccc5C4)n(C)c3nc12	17.5
101	Cc1ccc(N2C(=O)c3ccc(C(=O)N4CCN(c5ccccc5F)CC4)cc3C2=O)cc1	-4.3
102	Cc1ccc(C2C(C(=O)c3cc4ccccc4o3)=C(O)C(=O)N2CCN(C)C)o1 (stereo not given)	-5.8
103	Cn1cccc1Cc1nnc(SCC(N)=O)n1CCc1ccccc1	7.0
104	COc1ccccc1C1/C(=C(/O)c2ccc(C)cc2)C(=O)C(=O)N1Cc1ccco1 (stereo not given)	0.6
105	O=C(NCCC1=CCCCC1)C1CCN(c2nnc(-n3cccc3)s2)CC1	-0.4[fluorescence artefact?]
106	CCCCN1C(=O)C(O)(CC(=O)c2ccco2)c2cc(Br)ccc21 (stereo not given)	5.7
107	COc1cc(N2C(=O)NC3CC2(C)Oc2ccc(Br)cc23)cc(OC)c1OC (stereo not given)	-26.0
108	COC(=O)c1ccc(-c2nc3ccccc3o2)cc1	1.1
109	CCCNc1ncnc2nc[nH]c12	-0.2
110	c1nc(N2CCC3(CC2)OCCO3)c2[nH]cnc2n1	-15.1
111	COc1ccc(-n2c(Cc3cccn3C)nnc2SCC(=O)Nc2cc(Cl)ccc2OC)cc1	-5.7
112	O=C1CCCN1CCCNc1ncnc2c1cnn2-c1ccc(Cl)cc1	6.3

# Further entries:
no.	smiles	ERa SRC1 inh
113	Cc1cc(N2CCN(C3CCCCC3)CC2)nc2cccc(O)c12	9.3[fluorescence artefact?]
114	COc1ccc(C)c2sc(=NC(=O)c3ccc(C#N)cc3)n(C)c12	79.7*[fluorescence artefact?]
115	Cc1csc2ncc(C(=O)NCc3ccc4c(c3)OCO4)c(=O)n12	3.1
116	Clc1ccc(Cc2nnc(-c3cccs3)o2)cc1	-3.1
117	COCCNC(=O)Cn1cc2c(n1)CCCCC2	0.8
118	COc1ccc(-n2c(SCC(=O)N3CCCC3)nc3c([nH]c4ccccc43)c2=O)cc1	87.2*
119	Cc1cc(C)nc(-n2nc(C)cc2NC(=O)c2cc(=O)c3ccccc3o2)n1	5.1[fluorescence artefact?]
120	Cc1cc(=O)n2[nH]cnc2n1	-5.3
121	CCC(=O)Nc1c2c(nn1-c1cccc(Cl)c1)CSC2	-6.3
122	CCOC(=O)N1CCC(NC(=O)Cn2c3ccccc3c3cn[nH]c(=O)c32)CC1	-5.8
123	CCOC(=O)c1[nH]c2c(c1C)C(=O)CC(c1ccco1)C2 (stereo not given)	65.2*
124	COC(=O)c1ccc(N2CCOCC2)c(NC(=O)Nc2cccc(OC)c2)c1	-1.5[fluorescence artefact?]
125	O=c1cc(-c2c(F)c(F)c(F)c(F)c2F)oc2c(F)c(F)c(F)c(F)c12	3.2

# Screens as filed in PubChem.
